# Source: PubChem BioAssay (National Center for Advancing Translational Sciences (NCATS))
# HT1080-NT tox = kills 2HG-producing HT-1080-NT fibrosarcoma cells. HT-1080-NT fibrosarcoma viability, CellTiter-Glo ATP luminescence, 48 h. Potency, µM (doses to about 46.1 µM), for the others: top-dose activity, negative = less viability, hits mostly cytotoxic. actives 1.6% (n = 360,000);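 note: NT is the 2HG producing partner of a matched IDH1 knockdown line; 0% = DMSO-treated cells and -100% = media-only wells without cells; nearly all actives have a fitted effect of over 55% in size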
#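 HT-1080-NT fibrosarcoma cells (2HG-overproducing), 750 cells/well in RPMI with 5% FBS, dosed after 2 h and incubated 48 h at 37C. CellTiter-Glo luminescence normalized to DMSO and no-cell wells; concentration-response curves fitted and classed.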
# HT1080 IDH1KD tx = kills HT-1080 cells with IDH1 knockdown | AID 686971 | actives 2% (n = 360,000) | Potency, µM (top dose mostly 46.1 µM), inactives show top-dose activity, negative = toxicity, hits mostly cytotoxic | HT-1080 IDH1 knockdown viability, ATP luminescence, 48 h;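 note: 0% = DMSO wells and -100% = cell-free medium wells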
#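 Cytotoxicity counter-line: IDH1KD HT-1080, 48 h, CellTiter-Glo. Curves classed by r2, magnitude and activity.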
# KB-3-1 cytotox = kills parental KB-3-1 adenocarcinoma cells; Potency, µM (series often up to 46.1 µM), for inactives: at the top dose activity change, negative = cytotoxic, most hits filed as cytotoxic; KB-3-1 viability, CellTiter-Glo ATP luminescence, 72 h; actives 1.4% (n = 400,000); note: % is set by controls: 0 for no effect and ±100 for the full control effect; nearly all actives have a fitted effect of over 60% in size
#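 KB-3-1 cells, DMEM (no phenol red) + 10% FBS; compound by pin transfer, 72 h, 37 °C. Readout: CellTiter-Glo luminescence after 10 min. Data normalized, curve-fitted.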
# GLP-1R inv ag = inverse agonists of human GLP-1 receptor; P43220; HEK293 GLP-1R CRE-luciferase, luminescence, 24 h; GLP-1R form is constitutively active; Potency, µM (top dose mostly 38.3 µM), without a hit: at the highest dose activity change, negative = inhibition, usual class: inhibitors; actives 1.6% (n = 410,000); AID 624417; note: % is set by controls: 0 for no effect and ±100 for the full control effect; nearly all actives have a fitted effect of over 55% in size
# Target sequence (P43220 whole entry, looked up): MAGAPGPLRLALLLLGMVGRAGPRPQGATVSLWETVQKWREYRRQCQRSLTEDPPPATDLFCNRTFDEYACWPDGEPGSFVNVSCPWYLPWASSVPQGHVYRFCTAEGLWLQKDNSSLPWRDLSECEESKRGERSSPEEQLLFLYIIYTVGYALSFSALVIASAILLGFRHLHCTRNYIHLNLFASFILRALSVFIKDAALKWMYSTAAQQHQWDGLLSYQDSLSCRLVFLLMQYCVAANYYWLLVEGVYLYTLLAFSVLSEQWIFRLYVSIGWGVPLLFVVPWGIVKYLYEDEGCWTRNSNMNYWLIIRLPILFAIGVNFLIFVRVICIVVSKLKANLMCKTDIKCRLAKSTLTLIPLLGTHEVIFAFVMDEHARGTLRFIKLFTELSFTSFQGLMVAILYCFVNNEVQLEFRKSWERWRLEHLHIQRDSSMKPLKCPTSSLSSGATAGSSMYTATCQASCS
#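 qHTS in 1536-well format: reporter HEK293 cells expressing constitutive GLP-1R activity in DMEM + 10% Nu serum, 24 hr with compounds at 37 deg C, luminescence read after 12 min with detection reagent.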
# SW480 rerep = inducers of DNA re-replication in SW480 colon cancer cells; SW480 DNA re-replication, Hoechst DNA content imaging, 48 h; Potency, µM (titrated, usually from 46.1 µM), without a hit: top-dose re-replication activation, most hits filed as activators; actives 1.8% (n = 340,000); note: % of control where 0% means no effect; nearly all actives have a fitted effect of over 55% in size
#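 Image-based read-out: total Hoechst fluorescence of nuclei (405 nm excitation, 500-530 nm emission), with hits raising the fraction of high-intensity nuclei. SW480 colon cells incubated 48 hr with compounds at 37 C.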
# TDP-43 yeast inh = TDP-43 toxicity inhibition in yeast | TDP-43 expressing yeast growth rescue, BacTiter-Glo, 24 h | Potency, µM (highest dose often 46.1 µM), inactives show top-dose growth rescue (activation), usual class: activators | actives 1.8% (n = 410,000) | AID 652104; note: % of control where 0% means no effect; nearly all actives have a fitted effect of over 50% in size
#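 Yeast cells expressing TDP-43 under galactose induction are exposed to compounds for 24 hr at 30 deg C. BacTiter-Glo luminescence measures growth, so protective compounds score as activators.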
# KB-V1 cytotox = kills drug-selected multidrug resistant KB-V1 cells; KB-V1 MDR cells viability, CellTiter-Glo, 72 h; Potency, µM (top dose mostly 46.1 µM), inactives show at the highest dose activity change, negative = cytotoxicity, hits mostly cytotoxic; actives 3.4% (n = 400,000); AID 1347076; note: % is set by controls: 0 for no effect and ±100 for the full control effect; nearly all actives have a fitted effect of over 60% in size
#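 Compound-treated KB-V1 multidrug-resistant cells, 72 h, 37 degrees C; viability by CellTiter-Glo. Fitted qHTS curves give the values.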
# GLP-1R agonist = GLP-1 receptor (human) agonism | AID 624172 | actives 0.007% (n = 380,000) | Potency, µM (top dose mostly 45.6 µM), for the others: at the top dose activation, most hits filed as activators | HEK293 GLP-1R CRE-luciferase, luminescence, 4-6 h; cells express a hypersensitive GLP-1R form | P43220; note: % of control where 0% means no effect
# HEK293 tox = cytotoxicity in counter-screen for GLP-1R inverse agonists. HEK293 cAMP-luciferase reporter cells, luminescence, 24 h. actives 0.13% (n = 410,000). Potency, µM (titrated, usually from 38.3 µM), without a hit: at the highest dose activity change, negative = inhibition, hits mostly inhibitors;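 note: loss of luciferase light is scored as toxicity; % is set by controls: 0 for no effect and ±100 for the full control effect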
#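 1536-well qHTS counterscreen of the MLSMR; 200 cells/uL, 12 h pre-incubation, 23 nL cpd, 24 h at 37 deg C 5% CO2, luciferase detection reagent, 12 min RT, luminescence. Inhibition = undesired.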
# Starred values were filed as active, the others as inactive; ? = inconclusive; nt = no result given; [ ] = remark or other dose. Calls come from the whole dose curve; as a rule, active = well fitted curve in the direction sought with a large enough effect; inconclusive = small, poorly fitted or top-dose-only effect, or another doubt; inactive = no such curve, though single readings can be large; an effect the other way counts as inactive or inconclusive. Potency is the fitted concentration of half-maximal effect. Some of the compounds tested. The share of hits here may be higher or lower than overall.
SMILES,HT1080-NT tox,HT1080 IDH1KD tx,KB-3-1 cytotox,GLP-1R inv ag,SW480 rerep,TDP-43 yeast inh,KB-V1 cytotox,GLP-1R agonist,HEK293 tox
Cc1ccc2c(c1)C1CN(C)CCC1N2C(=O)CCCN1C(=O)c2cccc3cccc(c23)C1=O (stereo unspecified),nt,?,2%,?,7%,-28%,3%,24%,13%
Cc1ccc(NC(=S)NCCc2cnc[nH]2)cc1C,7%,5%,4%,13%,1%,-16%[9.22 µM],26%,17%,-10%
O=C(COC(=O)Cc1ccccc1)Nc1ccc(SC(F)F)cc1,-8%,-1%,2%,13%,0%,24%,-4%,-1%,-18%
CCCCSC1=NN1c1nc(N)nc(C)c1CC,3%,1%,24%,117%[activator],-20%,?,-19%,7%,1%
Cc1ccc(C(=O)Nc2ccc(-n3ccnc3P(=O)(O)c3ccccc3)cc2)cc1,7%,10%,12%,15%,-3%,26%,0%,-7%,-2%
N#CCCn1cc(C(=O)Nc2ccc([N+](=O)[O-])cc2)c(-c2ccccc2)n1,-19%,-4%,14%,-28%,-15%,14%,-17%,5%,-8%
C[N+]1(C)CCN(c2ccccc2)CC1,-13%,-2%,0%,4%,?,?,2%,7%,2%
CCCCCn1c(NC(=O)c2ccco2)c(C(=O)OCC)c2nc3ccccc3nc21,9.2µM*,12µM*,0%,?,3.7µM*,-16%[0.397 µM],-29%,0%,146%[activator]
Cc1cc(O)c(CN2CCN(c3ccccc3)CC2)cc1C,11%,12%,-10%,6%,-2%,17%,-3%,-8%,4%
Cc1ccc(/C=C2\C(=O)NC(=S)N(c3cccc(F)c3)C2=O)o1,6%,6%,5%,-1%,6%,3%,2%,-2%,-6%
O=[N+]([O-])c1cc([As](=O)(O)O)ccc1O,?,10%,0%,-6%,-56%[inhibitor],?,19%,-4%,-5%
CC[C@H]1c2ccccc2[C@@H]2CC[C@H]1N2c1ccccc1,8%,1%,18%,-24%,nt,23%,-3%,nt,1%
CC(=O)N(C1=NCCCS1)c1ccc(F)cc1,-3%,-11%,3%,0%,2%,-18%,21%,-12%,1%
NNc1n[nH]c(=S)n1N,-10%,-10%,-1%,0%,0%,-9%[1.82 µM],14%,2%,-6%
C[C@]1(O)CCC2C3CC[C@@H]4CC(=O)CC[C@]4(C)C3CC[C@@]21C (stereo partly specified),11%,4%,1%,1%,-1%,0%,?,13%,-17%
CCOC(=O)CNC(=O)N1Cc2cc(N3CCCCC3)ccc2-n2nncc2C1,13%,15%,0%,23%,nt,22%,2%,2%,7%
COc1ccc(N/N=C(/C(N)=O)C2=NC(C)(C)Cc3ccccc32)cc1,?,?,?,-17%,?,?,?,14%,?
CC(=O)c1ccc(OCC(=O)N2CCCC(N3CCN(c4ccccc4C)CC3)C2)cc1 (stereo unspecified),4%,0%,0%,?,-3%,-20%,?,6%,4%
Cc1ccc2c(c1)[C@@H]1CN(C)CC[C@@H]1N2C(=O)Nc1cccc(C(F)(F)F)c1,13µM*,?,-19%,?,?,0%,?,-15%,?
CCCn1cc(C(=O)O)cn1,-3%,-12%,-3%,2%,-16%,-28%,0%,3%,-3%
Cc1ccc(-n2c(O)c(C=NC3CCCC3)c(=O)[nH]c2=O)c(C)c1,2%,5%,29%,-8%,-1%,1%,0%,-5%,-8%
O=C(OC1C2CCC1C1CN(CCc3ccccc3)CC12)c1ccccc1 (stereo unspecified),-11%,-18%,0%,?,?,13%,-5%,0%,?
CCOC(=O)[C@]12Cc3cc(C)ccc3[C@H]1N(C)C(=O)c1ccccc12,0%,-16%,2%,-5%,nt,5%,-13%,-4%,3%
CC1CCC(C(=O)NC(C(=O)N2CCC3(CC2)OCCO3)C(C)C)CC1 (stereo unspecified),-3%,-4%,12%,-7%,2%,25%,-15%,-6%,-9%
Cc1[nH]c2ccccc2c1C(=O)C(=O)N1CC2CC(C1)c1cccc(=O)n1C2 (stereo unspecified),-15%,-8%,7%,4%[0.307 µM],34%,-18%,5%,-6%,-6%[0.307 µM]

# Some of the entries above, reformatted.
SMILES	HT1080-NT tox	HT1080 IDH1KD tx	KB-3-1 cytotox	GLP-1R inv ag	SW480 rerep	TDP-43 yeast inh	KB-V1 cytotox	GLP-1R agonist	HEK293 tox
Cc1ccc2c(c1)C1CN(C)CCC1N2C(=O)CCCN1C(=O)c2cccc3cccc(c23)C1=O (stereo unspecified)	nt	?	2%	?	7%	-28%	3%	24%	13%
CC(=O)c1ccc(OCC(=O)N2CCCC(N3CCN(c4ccccc4C)CC3)C2)cc1 (stereo unspecified)	4%	0%	0%	?	-3%	-20%	?	6%	4%

# (further entries)
SMILES,HT1080-NT tox,HT1080 IDH1KD tx,KB-3-1 cytotox,GLP-1R inv ag,SW480 rerep,TDP-43 yeast inh,KB-V1 cytotox,GLP-1R agonist,HEK293 tox
COc1ccc(OC)c(CC(=O)O)c1,6%,0%,3%,18%,-4%,-2%,1%,2%,-2%
Cc1nc(C)c(C(=O)NN=Cc2ccc(N(CCCl)CCCl)cc2)s1,-11%,-23%,16%,19%,?,-3%,7%,0%,-21%
CS(=O)(=O)c1ccc(C2=C(CNC(=O)c3cccs3)[C@H]3CC[C@@H](C2)N3Cc2ccccc2)cc1,-3%,-4%,-18%,11%,nt,13%,-13%,5%,1%
N#Cc1cccc(NC(=O)COC(=O)c2ccccc2C(=O)c2ccc(Cl)c([N+](=O)[O-])c2)c1,7.3µM*,5.2µM*,?,?,18%,-16%,-12%,-3%,?
CCCCCC1CC(CC(=O)NC(=S)Nc2ccc([N+](=O)[O-])cc2)C(=O)O1 (stereo unspecified),-21%,-28%,-2%,?,?,30%,-1%,10%,-18%
Cc1oc(-c2ccc(Cl)cc2)nc1CN1C(=O)CN=C(c2ccccc2)c2ccccc21,nt,nt,-12%,?,nt,0%[9.22 µM],2%,nt,-12%
N#CC1=C(N)Oc2n[nH]c(-c3cccs3)c2C1c1ccco1 (stereo unspecified),5%,16%,0%,87%[activator],-1%,-23%,10%,5%,-11%
COC(=O)C1=C(c2cccc(C#N)c2)C[C@@H]2CC[C@H]1N2C(=O)N1CCc2cc(OC)c(OC)cc2C1,9%,1%,0%,0%,10%,6%,1%,0%,0%
CN(C)c1ccc(CCN2CCOCC2)cc1,1%,7%,-3%,17%,-48%[inhibitor][9.22 µM],-5%,0%,-3%,4%
CCCCn1c(=O)c(C(=O)Nc2ccccc2C)c(O)c2ccccc21,1%,6%,-4%,1%,0%,12%,15%,-14%,4%
C[C@]12CC[C@@H](O)C[C@@H]1CC[C@@H]1[C@@H]2CC[C@]2(C)[C@@H](O)CC[C@@H]12,0%,2%,0%,4%,3%,0%,-2%,-6%,5%
CC(=O)OC1(c2ccccc2)CCN(C)C(C)C1C (stereo unspecified),3%,4%,3%,-26%,-1%,-2%,17%,-1%,-9%
CC(C)c1oc(=O)cc2c1[C@@H](O)[C@H]1OC(=O)[C@@]3(C)CC[C@@H](O)[C@@]2(C)C13 (stereo partly specified),?,?,7.3µM*,?,?,-2%,8%,-7%,-3%
CCOC(=O)[C@]12Cc3cc(OC)ccc3[C@H]1N(C)C(=O)c1cc(OC)ccc12,?,?,3.7µM*,?,nt,?,?,-27%,-11%
Cc1ccccc1CN1CCCC(C(=O)Nc2ccc(-c3ccn[nH]3)cc2)C1 (stereo unspecified),-10%,?,?,?,?,15%,12µM*,1%,?
COc1ccc(CNc2oc(-c3cccc4ccccc34)nc2P(=O)(OC)OC)cc1,-6%,-3%,2%,?,18µM*,-8%,2%,-5%,-10%
COc1ccccc1N1CCN(Cc2ccc(Br)s2)CC1,-12%,-16%,3%,?,21%,-39%[inhibitor],?,0%,-14%
CN(C)CCN=Cc1c(O)n(Cc2ccc3c(c2)OCO3)c(=S)[nH]c1=O,20%,8%,-9%,5%,1%,4%,-3%,3%,-3%
O=C(NCc1ccco1)c1nc2c(nnn2Cc2ccccc2Cl)c(=O)[nH]1,18µM*,?,?,?,0%,-15%,-23%,-9%,?
Cc1cc(C=O)c(C)n1C(C)C,17%,24%,-1%,12%,?,-19%,9%,1%,1%
O=[N+]([O-])c1ccc(N2CC2)c([N+](=O)[O-])c1,7%,9%,?,-11%,-9%,-17%,?,10%,-11%
CCCS(=O)(=O)N1CCC(C(=O)N2CCC3(CC2)OCCO3)CC1,6%,10%,0%,-3%,-6%,-2%,4%,1%,-2%
N#CCCn1cc(C(=O)NCc2ccccc2)c(-c2ccc3c(c2)OCCO3)n1,6%,4%,2%,-1%[7.66 µM],-5%,-1%,?,1%,3%[7.66 µM]
COc1ccc(-c2cc(=Nc3cccc(C(=O)O)c3)c3cc(C)ccc3o2)cc1,-3%,-8%,-12%,-2%,-2%,-11%,-2%,-1%,9%
O=C(NCCN1CCCCC1)c1ccc(Cl)nc1Cl,2%,0%,1%,20%,4%,18%,21%,-1%,0%

# Copied from the list:
# N#Cc1cccc(NC(=O)COC(=O)c2ccccc2C(=O)c2ccc(Cl)c([N+](=O)[O-])c2)c1 | SW480 rerep: 18%
# Cc1ccc(/C=C2\C(=O)NC(=S)N(c3cccc(F)c3)C2=O)o1 | KB-V1 cytotox: 2%

# (list continues)
SMILES,HT1080-NT tox,HT1080 IDH1KD tx,KB-3-1 cytotox,GLP-1R inv ag,SW480 rerep,TDP-43 yeast inh,KB-V1 cytotox,GLP-1R agonist,HEK293 tox
O=C(NCc1ccccc1)c1cccn(Cc2ccccc2)c1=O,-2%,0%,-1%,?,0%,27%,-4%,28%,1%
COCc1c(CN)cnc(C)c1N,0%,28%,-9%,7%,-2%,-20%,-9%,-3%,4%
CC1(C)CC(=O)C2=C(C1)NC(=O)C21C(C(=O)OC(C)(C)C)=C(N)Oc2ccc(Br)cc21 (stereo unspecified),11%,9%,27%,?,15%,-10%,?,-10%,-14%
Cc1nnc(NC(=O)c2cccn(Cc3cccc(Cl)c3)c2=O)s1,nt,nt,19%,8%,nt,20%,0%,9%,3%
CCCCCCCCCCCCn1ccc(=N)cc1,2.6µM*,1.8µM*,1.3µM*,?,11%,-9%,8.2µM*,1%,?
Cc1oc(-c2ccccc2Cl)nc1CN1C(=O)CN=C(c2ccccc2)c2ccccc21,2%,-13%,-18%,-31%,?,35µM*,-25%,1%,1%
